ELG1 repair inh: ELG1-dependent DNA repair inhibition; HEK293T ELG1-luciferase reporter, luminescence, 16 h; DNA damage induced by 5-fluorouridine; Potency, µM (titrated, usually from 46.1 µM), inactives show at the top dose activity change, negative = inhibition, usual class: inhibitors; 330,000 tested, 2.3% active; note: potency is the fitted concentration of half-maximal effect; % is set by controls: 0 for no effect and ±100 for the full control effect; nearly all actives have a fitted effect of over 55% in size
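5-Fluorouridine DNA damage + compound/DMSO, 2,000 cells/well, 16 h, 37 °C/5% CO2. ONE-Glo, 30 min RT, luminescence. Readout = decrease in reporter signal.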
TSHR antag: antagonists of human thyroid stimulating hormone receptor; P16473; TSHR-expressing cells, TSH-stimulated cAMP HTRF, 2 h; stronger effect = lower value; activity change, negative = inhibition, % at 11.5 µM; 330,000 tested, 0.2% active;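 active = activity change below a set negative limit, meaning inhibition stronger than a set level, cut at about -70% in these data; inconclusive = activity change between two set negative limits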; note: % is set by controls: 0 for no effect and ±100 for the full control effect
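Cell-based HTRF cAMP assay; TSHR cells + compound, TSH EC80 (4nM final), 2 h, 37 deg C. Lysis with anti-cAMP cryptate and cAMP-d2, 30 min RT, read 665/620 nm.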
Tb PFK block: inhibitors of T. brucei phosphofructokinase; T. brucei PFK, ADP-Glo luminescence; Potency, µM (titrated, usually from 57.5 µM), for inactives: top-dose activity, negative = inhibition, actives largely listed as inhibitors; 330,000 tested, 0.17% active;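 note: potency is the fitted concentration of half-maximal effect; 0% = uninhibited 1x PFK enzyme wells and -100% = no-enzyme wells; nearly all actives have a fitted effect of over 60% in size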
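1.25 nM PFK with 0.5 mM F6P and 0.1 mM ATP in 0.1 M TEA pH 8.0, 5 mM MgCl2, incubated 45 min at room temperature; ADP measured by ADP-Glo luminescence; compounds titrated up to 57 uM.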
PTAP TSG101 blk: blocks PTAP/TSG101 interaction to inhibit HIV-1 budding; Fluorescence polarization, FITC-PTAP peptide / Tsg101 binding; Q99816; 340,000 tested, under 10 active; Potency, µM (highest dose often 115 µM), for the others: at the top dose activity change, negative = inhibition, usual class: inhibitors; active = well fitted inhibition curve with a large enough effect in the main read-out, with a control signal flat, not every such curve was filed as active; inconclusive = small, poorly fitted or top-dose-only effect, or effect the other way, or a change in a side signal; inactive = no such curve, though single readings can be large or run the other way; note: potency is the fitted concentration of half-maximal effect; % of control where 0% means no effect
Target sequence (Q99816 whole entry, looked up): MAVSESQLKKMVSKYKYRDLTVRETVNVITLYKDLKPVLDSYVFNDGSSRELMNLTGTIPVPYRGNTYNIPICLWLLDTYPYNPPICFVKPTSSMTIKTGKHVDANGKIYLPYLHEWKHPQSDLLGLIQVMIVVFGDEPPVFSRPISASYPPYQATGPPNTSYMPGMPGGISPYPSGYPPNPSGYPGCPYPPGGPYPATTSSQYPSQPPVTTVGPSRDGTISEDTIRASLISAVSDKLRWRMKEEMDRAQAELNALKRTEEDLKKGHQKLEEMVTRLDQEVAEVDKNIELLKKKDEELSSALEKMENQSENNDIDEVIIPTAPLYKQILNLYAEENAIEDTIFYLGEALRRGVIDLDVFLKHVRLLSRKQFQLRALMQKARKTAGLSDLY
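FP read-out: FITC-PTAP peptide, 50 nM final, binding Tsg101 binding domain, 10 uM final; 20 min, r.t.; 10 mM HEPES pH 7.5, 0.15 M NaCl, 0.01% Tween 20, 3 mM EDTA, 0.1 mM TCEP.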
a7 integrin act: activators of alpha7 integrin expression for muscular dystrophy. alpha7betagal myoblasts, beta-gal FDG fluorescence, 48 h. Potency, µM (titrated, usually from 38.3 µM), inactives show at the top dose activation, usual class: activators. 350,000 tested, 0.064% active;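 note: potency is the fitted concentration of half-maximal effect; 100% = response of the positive control SU9516; nearly all actives have a fitted effect of over 60% in size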
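Alpha7betagal+/- myoblasts (passage 13) were plated 16-24 hr, then exposed to compounds (1:260 dilution of DMSO stock) for 48 hours at 37C. After MPER lysis, β-galactosidase reporter activity was read as FDG fluorescence (ex 480/em 540) after 30 minutes.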
Eya2 inh: inhibitors of human Eya2 phosphatase activity. 330,000 tested, 0.006% active. AID 488837. O00167. recombinant Eya2, OMFP fluorescence dephosphorylation (OMFP is methylfluorescein phosphate). Potency, µM (doses to about 76.9 µM), inactives show top-dose activity, negative = inhibition, hits mostly inhibitors; note: potency is the fitted concentration of half-maximal effect; % is set by controls: 0 for no effect and ±100 for the full control effect
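Eya2 (0.2 uM) preincubated 10 min at ambient with compound, then OMFP substrate added at 50 uM; 10 min reaction in 50 mM HEPES pH 7.5, 50 mM NaCl, 5 uM MgCl2, 0.05% BSA, 1 mM DTT. Fluorescence read at Ex 485/Em 525 nm.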
Mito fusion yeast: mitochondrial division inhibition or fusion activation | S. cerevisiae fusion-defective mutant growth rescue, CellTiterGlo 48 h | Potency, µM (titrated, usually from 46.1 µM), without a hit: top-dose growth rescue (activation), most hits filed as activators | 320,000 tested, 0.23% active | AID 485298;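 note: potency is the fitted concentration of half-maximal effect; % of control where 0% means no effect; nearly all actives have a fitted effect of over 45% in size; temperature-sensitive fusion mutants such as fzo1-1 at 37 °C on non-fermentable ethanol glycerol medium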
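Yeast fusion mutant, YPEG (non-fermentable carbon), compound, 48 h at 37C non-permissive; CellTiterGlo added, 10 min RT, luminescence read. Rescued growth = division inhibition.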
ASM inhibitor: human S-ASM enzyme inhibition; P17405; Potency, µM (highest dose often 57.5 µM), for the others: top-dose activity change, negative = inhibition, most hits filed as inhibitors; placental ASM, HMU-PC fluorogenic substrate, 60 min; 340,000 tested, 0.006% active; note: potency is the fitted concentration of half-maximal effect
Target sequence (P17405 47-631 limits assumed): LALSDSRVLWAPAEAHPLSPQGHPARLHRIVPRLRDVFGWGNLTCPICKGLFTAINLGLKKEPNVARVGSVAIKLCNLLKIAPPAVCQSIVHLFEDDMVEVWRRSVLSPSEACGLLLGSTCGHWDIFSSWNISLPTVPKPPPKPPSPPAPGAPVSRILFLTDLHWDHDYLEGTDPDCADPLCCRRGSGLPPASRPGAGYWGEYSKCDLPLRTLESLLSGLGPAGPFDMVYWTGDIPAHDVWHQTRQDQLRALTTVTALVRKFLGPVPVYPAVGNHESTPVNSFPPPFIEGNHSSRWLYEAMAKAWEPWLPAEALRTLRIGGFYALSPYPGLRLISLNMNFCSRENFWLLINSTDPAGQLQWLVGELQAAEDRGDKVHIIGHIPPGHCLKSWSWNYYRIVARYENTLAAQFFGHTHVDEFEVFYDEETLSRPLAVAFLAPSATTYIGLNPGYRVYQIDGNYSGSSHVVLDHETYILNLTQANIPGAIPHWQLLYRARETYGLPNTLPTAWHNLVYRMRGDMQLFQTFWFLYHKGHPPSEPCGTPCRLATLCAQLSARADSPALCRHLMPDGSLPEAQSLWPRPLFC
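Fluorescence read-out (Ex 386 nm, Em 447 nm) after stopping the reaction at pH 10. Enzyme: ASM from human placenta; substrate HMU-PC0, 9 uM final; 60 min, 37 °C. Compound preincubation 10 min, ambient temperature.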
TCR activator: activators of T cell receptors. primary human leukocytes, anti-CD3, IL-2 HTRF, 48 h. Potency, µM (series often up to 9.22 µM), without a hit: at the highest dose activation of IL-2 secretion, usual class: activators. 330,000 tested, under 10 active. AID 504894; note: % of control where 0% means no effect
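1) Mix primary human leukocytes, a-CD3 beads and compound. 2) Incubate 48 hr. 3) Add HTRF IL-2 reagents (a-IL-2-K, a-IL-2-d2).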
AT treatment: candidate therapy for ataxia-telangiectasia; […] A-T fibroblasts, KAP-1 phosphorylation AlphaLISA; neocarzinostatin DNA damage 30 min before lysis; 320,000 tested, 0.19% active; Potency, µM (top dose mostly 57.5 µM), inactives show top-dose activation, actives largely listed as activators; note: potency is the fitted concentration of half-maximal effect; % of control where 0% means no effect; nearly all actives have a fitted effect of over 45% in size
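ATM-like activity read as KAP-1 phosphorylation via AlphaLISA donor/acceptor antibody pairs after lysis and 6 hr at 25C. Cells were ATM-null patient fibroblasts ([…], hTERT), dosed 60 min, then exposed to the DSB inducer NCS for 30 min.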
Chronic BCR inh: chronic active BCR signaling inhibition; ABC-DLBCL IkBa-CBG/CBR reporter, luminescence ratio, 4 h; 340,000 tested, 0.05% active; Potency, µM (series often up to 46.1 µM), for the others: at the highest dose ratio change, negative = lower green/red ratio, actives largely listed as inhibitors; active = well fitted inhibition curve with a large enough effect in the signal ratio, with a control signal flat, not every such curve was filed as active; inconclusive = small, poorly fitted or top-dose-only effect, or effect the other way, or a change in a side signal; the % refers to the signal ratio;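 note: potency is the fitted concentration of half-maximal effect; plate controls were basal doxycycline-induced cells for no effect and cells given 10 µM MG132 for full effect; MG132 reads +100%, hits lower the ratio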
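Doxycycline induced both beetle luciferases in TMD8 lymphoma cells; IKK-driven degradation limits the IkappaBalpha-fused green signal, while red luminescence normalises for cell number and nonspecific effects. Compounds tested up to 46 uM, 4 hrs.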
* marks the source's active call; other numbers are inactive results; ? = inconclusive; · = not tested or not shown; [ ] = dose if it differs, or a comment. Unless noted, calls come from the whole dose curve; as a rule, active = well fitted curve in the direction sought with a large enough effect; inconclusive = small, poorly fitted or top-dose-only effect, or another doubt; inactive = no such curve, though single readings can be large; an effect the other way counts as inactive or inconclusive.

Structure	ELG1 repair inh	TSHR antag	Tb PFK block	PTAP TSG101 blk	a7 integrin act	Eya2 inh	Mito fusion yeast	ASM inhibitor	TCR activator	AT treatment	Chronic BCR inh
Cc1cc(/C=C2\C(=N)N3N=CSC3=NC2=O)c(C)n1Cc1ccccc1	?	-11	0%	-1%	-7%	-12%	8%	0%	3%	4%	1%
O=C(NCc1ccc(Cl)cc1)C(=O)Nc1nccs1	-8%	13	0%	-1%	-9%	-17%	-5%	-3%	5%	-19%	1%
Cc1nc2scc(C)n2c(=O)c1S(=O)(=O)NCCc1ccccc1	0%	5	1%	-4%	0%	4%	-6%	0%	-5%	-4%	-2%
CC1(C)CC(=O)C2=C(C1)Nc1cc(Cl)ccc1S2	23µM*	-13	-16%	-2%	4%	-2%	-2%	0%	4%	-3%	2%
CSCCC(NC(=O)c1ccccc1Cl)C(=O)N1CCC1 (stereo not drawn)	19%	3	-3%	-3%	22%	28%	3%	6%	-5%	-10%	2%
CC(C)c1ccc(N2C(=O)[C@@H]3Cc4ccccc4CN3C2=O)cc1	?	-1	-2%	-4%	9%	-2%	2%	0%	-2%	7%	?
O=C(CSc1nnc(-c2ccccc2)n1-c1ccccc1)NCc1ccco1	-22%	4	1%	-4%	13%	0%	1%	1%	17%	10%	17%
COC(=O)c1cc(NC(=O)C2(S(=O)(=O)c3ccc(Cl)cc3)CC2)cc(C(=O)OC)c1	?	8	1%	0%	6%	-16%	12%	0%	-5%[46.1 µM]	?	12%
CC1CCCC(C)N1C(=O)CN1C(=O)C(C)(C)Oc2ccc(C(=O)NC3CCCC3)cc21 (stereo not drawn)	·	·	·	1%	-13%[7.66 µM]	·	11%	-2%	1%	·	·
COc1ccc(CNC(=O)C(NC(C)=O)C(=O)Nc2ccc(OC)cc2)cc1 (stereo not drawn)	-22%	-4	-2%	-2%	8%	-2%	4%	-2%	-3%	-8%	0%
CCCSc1ccc([C@H]2N[C@@](CC(C)C)(C(=O)OC)[C@H]3C(=O)N(C)C(=O)[C@@H]23)cc1	17%	-9	-6%	-1%	0%	-8%	10%	-5%	-4%	-8%	5%
OCC[C@H]1C[C@H](O)[C@@H](O)[C@@]2(CCCCO2)O1	11%	5	-1%	-1%	-13%	7%	-6%	0%	-2%	-15%	1%
O=C(C1COc2ccccc2O1)N1CCN(Cc2ccc(Br)cc2F)CC1 (stereo not drawn)	-14%	-11	22%	-1%	-18%	-4%	11µM*	-4%	0%	1%	0%
Cc1ccc(-c2nc(C#N)c(NCCN3CCCCC3)o2)cc1	24%	14	-4%	-7%	-32%	-2%	2%	8%	0%	2%	-1%
CCc1ccc(CN(C)C(=O)CCc2nnc(CCc3ccccc3OC)o2)nc1	-10%	-5	0%	-8%	19%	-7%	6%	3%	-1%	-2%[11.5 µM]	0%
CCCNC(=O)C(=O)Nc1cc2c3c(c1)CCC(=O)N3CCC2	?	15	-4%	-7%	-6%	1%	-21%	-3%	-1%	-3%	-7%
CC(Oc1cccc(Cl)c1)c1ccnc2nc(/N=C/N(C)C)nn12 (stereo not drawn)	?	7	-8%	-4%	7%	7%	8%	16%	-3%	1%	?
O=c1c(-c2ccccc2)c(O)cc(-c2ccncc2)n1-c1ccc(Cl)cc1	-8%	-7	2%	-2%	8%	1%	2%	5%	3%	-1%	12%
Cc1cc(N)n(-c2ccccc2C)n1	-17%	-26	2%	-1%	-28%	-13%	-3%	-3%	4%	7%	0%
Cc1cccc(/C=N/NC(=O)c2ccc(NC(=O)c3ccccc3Cl)cc2)n1	3%	-6	-6%	-6%	2%	24%	6%	0%	-5%	-4%	-6%
CCCCn1c(O)c(N=Nc2ccccn2)c2ccccc21	-17%	0	-1%	-1%	-11%	-10%	-5%	-20%	0%[46.1 µM]	10%	?
C#CCOc1ccc(/C=C2/C(=O)ON=C2C)cc1Cl	11%	22	-5%	-8%	-11%	-7%	5%	-2%	-6%	35%	-5%
CCOC(=O)c1c(-c2ccc(C)o2)csc1NC(=O)CSc1nnnn1-c1ccccc1	?	9	-28%	-5%	-19%	10%	-4%	-2%	-27%	20%	-5%
Cc1cc(C(=O)Nc2ccc3nc(C)sc3c2)c2ccccc2n1	9%	-9	7%	6%	-21%	-6%	-5%	-2%	1%	8%	-3%
O=C(CCN1C(=O)c2ccccc2C1=O)NCc1ccc(F)cc1	1%	1	-3%	-3%	4%	2%	3%	-2%	-4%	2%	0%
COc1ccc(CNc2ncccn2)cc1OC	10%	15	-1%	-5%	13%	11%	-4%	0%	5%	-3%	?
N=C1/C(=C/c2cccn2CCOc2ccccc2)C(=O)N=C2SC=C(c3ccccc3)N12	18µM*	2	-3%	0%	-15%	-7%	1%	-14%	-2%	-8%	-2%
Cc1nccn1CCCN1C(=O)CNC1=S	6%	-2	1%	-1%	3%	1%	-2%	1%	-3%[46.1 µM]	-5%	1%
CC(OC(=O)c1cc(=O)[nH]c2ccccc12)C(=O)NC1CCCCC1C (stereo not drawn)	0%	10	0%	-1%	29%	-11%	-2%	28%	-2%	3%	0%
Cc1ccc(C(=O)c2ccccc2C(=O)OCC(=O)NCCc2ccccc2)cc1	?	10	-7%	-1%	-19%	-13%	23%	-3%	-7%[46.1 µM]	4%	7%
O=C(Nc1ccccc1-c1ccccc1)NC1CC2CCCC(C1)N2CCc1ccccc1 (stereo not drawn)	-10%	8	1%	0%	-12%	1%	-1%	4%	?	0%	5%
COc1ccc(N2CCN(C(=O)CNS(=O)(=O)c3ccc(C)c(C)c3)CC2)cc1	-8%	-6	-4%	2%	7%	3%	0%	-1%	-1%	-7%	-2%
CNC(=O)c1[nH]cnc1C(=O)Nc1ccc(C)cc1	?	9	-2%	0%	2%	0%	3%	-7%	0%[46.1 µM]	0%	?
C=CCNC(=O)CN1CCC(c2nc3ccccc3[nH]2)CC1	26%	14	-5%	-7%	-5%	-6%	-1%	2%	-2%	-2%	4%
CC(C(=O)NN=C(c1ccccc1)c1ccccc1)N1CCOCC1 (stereo not drawn)	0%	11	-3%	-6%	0%	3%	6%	4%	1%	8%	7%
O=C1c2ccccc2S(=O)(=O)N1CC1CC(c2ccccc2Cl)=NO1 (stereo not drawn)	?	14	0%	-1%	16%	7%	9%	-1%	-5%	-7%	?
Cc1ccc(S(=O)(=O)N(NC2=NS(=O)(=O)c3ccccc32)C(=O)c2ccccc2)cc1	-1%	16	4%	-9%	25%	0%	-1%	7%	0%[46.1 µM]	-6%	5%
O=C(CN1C(=O)c2ccccc2C1=O)Nc1cccnc1	?	14	1%	1%	-10%	12%	5%	2%	3%	11%	0%
COc1ccc(-n2nc3cc(N)c(Br)cc3n2)cc1	?	-9	6%	1%	9%	-10%	-1%	37%	·	14%	?
CNc1ccncc1S(=O)(=O)NC	0%	8	-2%	-2%	-3%	2%	1%	3%	1%[46.1 µM]	13%	-4%
Cn1nnnc1Sc1ncnc2scc(-c3ccccc3C(F)(F)F)c12	?	9	?	-1%	·	8%	-1%	-2%	2%	4%	-16%
O=C(Nc1ccccc1)Nc1n[nH]c2nnc(-c3ccccc3)c(-c3ccccc3)c12	-23%	-16	1%	1%	·	2%	1%	-12%	-3%	-14%	?

From PubChem

The order is random. Share with any hit: about 3.2%.
